# Source: PubChem BioAssay
# cardiac RTF act: increases calcium sensitivity of human cardiac regulated thin filaments. P19429+P45379. IANBD-labeled TnC RTF fluorescence at EC20 calcium; 0% EC20 calcium, 100% full calcium. activation, % at 7.2 µM. actives 0.24% (n = 340,000). AID 493008;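 active = activation above the mean over all tested compounds plus 3 SD, cut at about 30% in these data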;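 note: rise in fluorescence read as greater calcium sensitivity of cardiac thin filaments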
# Rtt109 HAT inh: C. albicans Rtt109 histone acetyltransferase inhibition. purified Rtt109/Vps75, ThioGlo CoA-SH fluorescence, 4 h. inhibition, % at 34.9 µM. actives 0.16% (n = 330,000);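 active = inhibition of at least 50% in every replicate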
# Target sequence (Q5AAJ8 whole entry, looked up): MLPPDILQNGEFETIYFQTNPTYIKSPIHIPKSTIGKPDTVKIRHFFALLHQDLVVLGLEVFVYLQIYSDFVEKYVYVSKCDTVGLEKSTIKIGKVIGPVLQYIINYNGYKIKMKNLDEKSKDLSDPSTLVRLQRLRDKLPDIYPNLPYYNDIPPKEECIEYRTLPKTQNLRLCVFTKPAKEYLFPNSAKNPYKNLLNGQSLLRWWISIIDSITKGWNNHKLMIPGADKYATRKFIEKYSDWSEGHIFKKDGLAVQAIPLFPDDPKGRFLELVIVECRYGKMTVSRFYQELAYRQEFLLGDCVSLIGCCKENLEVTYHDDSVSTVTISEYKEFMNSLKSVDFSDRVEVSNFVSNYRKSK
# DAGLB inh: blocks human DAGLB lipase activity | Q8NCG7 | actives 0.059% (n = 340,000) | inhibition, % at 5.17 µM | HEK293T DAGLB membrane lysate, EnzChek fluorogenic substrate; in the data active = inhibition above about 34%;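 note: 0% = enzyme with vehicle and 100% = wells lacking enzyme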
# Target sequence (Q8NCG7 whole entry, looked up): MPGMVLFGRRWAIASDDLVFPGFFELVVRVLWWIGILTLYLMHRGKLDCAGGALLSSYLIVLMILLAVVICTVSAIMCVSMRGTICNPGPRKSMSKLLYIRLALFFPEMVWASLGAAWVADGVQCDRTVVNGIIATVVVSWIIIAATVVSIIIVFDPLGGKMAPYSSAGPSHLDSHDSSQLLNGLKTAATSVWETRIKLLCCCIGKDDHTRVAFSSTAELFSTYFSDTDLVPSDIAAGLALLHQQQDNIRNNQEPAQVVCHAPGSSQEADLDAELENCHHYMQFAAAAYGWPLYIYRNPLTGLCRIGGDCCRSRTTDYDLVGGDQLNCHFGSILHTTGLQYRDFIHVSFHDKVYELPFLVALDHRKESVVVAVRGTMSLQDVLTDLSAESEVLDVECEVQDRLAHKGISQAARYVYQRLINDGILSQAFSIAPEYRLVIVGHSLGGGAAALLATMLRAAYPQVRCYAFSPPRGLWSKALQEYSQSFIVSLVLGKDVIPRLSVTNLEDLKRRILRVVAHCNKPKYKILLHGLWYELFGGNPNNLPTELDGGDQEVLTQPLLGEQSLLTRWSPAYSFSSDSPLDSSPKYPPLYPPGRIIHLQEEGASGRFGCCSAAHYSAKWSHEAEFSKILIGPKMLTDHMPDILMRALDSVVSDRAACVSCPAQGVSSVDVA
# CAL PDZ FP-1: CAL PDZ (human) peptide binding inhibition. inhibition, % at 24.9 µM. purified CAL PDZ, TMR-peptide fluorescence polarization, 1 h. AID 602252. actives 0.92% (n = 300,000);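 active = mean inhibition of at least 30% with at least half of replicates also reaching 30%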;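 note: 0% = DMSO neutral control and 100% = excess unlabeled competitor peptide PRC23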
# CAL PDZ FP-2: blocks peptide binding to human CAL PDZ domain | Q9HD26 | purified CAL PDZ, TMR-peptide fluorescence polarization, 1 h | inhibition, % at 20 µM | actives 0.02% (n = 330,000) | AID 504414;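 active = highest replicate inhibition of at least 40%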;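 note: plate controls were DMSO neutral control wells for no effect and unlabeled competitor peptide control wells for full effect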
#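 Material: tagged CAL PDZ domain; buffer or medium: 25 mM sodium phosphate pH 7.4, 150 mM NaCl, TCEP, IgG, Thesit; compound dosing: single point, 20 µM; schedule: 1 h incubation at room temperature before polarization reading; measured by: FP readout, S and P plane fluorescence; read-out basis: percent inhibition from loss of millipolarization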
# Cardiac RTF inh: cardiac RTF calcium desensitization; P19429+P45379; IANBD-labeled cardiac RTF, Ca2+ fluorescence; inhibition, % at 7.15 µM; actives 0.12% (n = 340,000); AID 493244;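 active = inhibition above the mean inhibition of all tested compounds plus 3 SD, cut at about 17% in these data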;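 note: assay run at fixed EC70 calcium of 1.6 mM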
# PKA-R2B activ: activates the human PKA-R2B holoenzyme complex. actives 0.079% (n = 340,000). PKA-R2B holoenzyme dissociation, Cy5-IP20 fluorescence polarization; R2B truncated from residue 108, S112A mutant; 0% DMSO only, 100% 113 µM cGMP. activation, % at 11.4 µM;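 active = activation above a cutoff set at the mean over all compounds plus 3 SD, cut at about 18% in these data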;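 note: higher means more holoenzyme dissociation and a rise in polarization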
# SR-BI uptake up: activators of SR-BI mediated HDL lipid uptake; CHO ldlA[mSR-BI] cells, DiI-HDL uptake fluorescence, 3 h; 100 = double the neutral-control signal; activation, % at 12.5 µM; actives 0.096% (n = 320,000);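 active = mean replicate activation of at least 60% and every replicate at or above 60%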;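 note: 0% = median plate neutral-control signal and 100% = twice that signal; values of inactives mirror those of a sister screen read the other way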
#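 System: LDL receptor-deficient CHO ldlA cells overexpressing murine SR-BI | Timing: 3 h uptake period with compound, 37 °C | Medium: HEPES-buffered (25 mM, pH 7.4) F12 plus 0.5% BSA | Dosing: Single-point compound dose | Signal: Bottom-read fluorescence, 550/595 nm | Read-out: Retained DiI signal reflecting DiI-HDL uptake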
# C-LANA FP: KSHV C-LANA DNA binding inhibition; MBP-C-LANA/FAM-LBS DNA binding, fluorescence polarization; inhibition, % at 9 µM; actives 0.078% (n = 340,000); AID 504423;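 active = highest replicate inhibition at or above 60% at 9 µM, even if other replicates fall short; inactive = all replicates below 60% inhibition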;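 note: 0% = neutral control wells and 100% = 4 µM acridine orange control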
# Keap1-Nrf2 PPI: Keap1-Nrf2 (human) interaction inhibition | Q14145 | Keap1 Kelch-Nrf2 peptide fluorescence polarization, 1536-well | inhibition, % at 9.4 µM | actives 0.15% (n = 340,000) | AID 504523; in the data active = inhibition above about 12%;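 note: human Keap1 Kelch domain with fluorescein labeled Nrf2 9mer peptide probe; 0% = neutral control wells and 100% = peptide positive control; higher means more block of Keap1 binding to Nrf2 peptide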
# * = called active by the depositor; nt = not tested or not shown.
SMILES	cardiac RTF act	Rtt109 HAT inh	DAGLB inh	CAL PDZ FP-1	CAL PDZ FP-2	Cardiac RTF inh	PKA-R2B activ	SR-BI uptake up	C-LANA FP	Keap1-Nrf2 PPI
Cc1cc(Cl)c(C)c(S(=O)(=O)N2CCN(CC(=O)N3CCOCC3)CC2)c1Cl	-3.9	-2.2	0.2	0.1	-0.4	2.3	-1.1	-54.2	1.1	-4.2
Nc1nonc1C(=O)N/N=C/c1ccc(-c2ccc(Cl)c(C(=O)O)c2)o1	-1.9	0.9	-1.5	-8.4	-1.7	-7.8	15.8	16.4	7.0	-3.3
CN(Cc1ccccc1Cl)C(=O)C1CC(=O)N(c2ccc3c(c2)OCCO3)C1 (centres undefined)	-6.6	-0.3	-1.3	-2.8	-0.5	-0.1	-1.1	-10.4	-0.5	-2.8
O=C(c1ccco1)N(CCC(c1ccccc1)c1ccco1)Cc1ccc(F)cc1 (centres undefined)	-4.5	3.5	-5.7	-7.2	-0.5	-9.8	-10.4	-13.1	1.0	3.1
COC(=O)[C@]1(CC(C)C)N[C@H](c2ccc(-c3ccc(OC)cc3)cc2)[C@@H]2C(=O)N(C)C(=O)[C@@H]21	-4.0	12.1	-13.3	-1.1	-0.3	0.9	-4.7	-50.2	-0.5	0.4
CCCCn1c(N)c(N(CCC(C)C)C(=O)CC2OC(=O)c3ccccc32)c(=O)[nH]c1=O (centres undefined)	-1.7	3.2	4.4	-2.4	-1.4	-5.0	1.6	nt	0.8	0.2
CC1CCCCN1C(=O)C1COc2ccccc2O1 (centres undefined)	-2.9	4.6	-1.6	5.2	0.6	-12.7	-10.1	nt	0.6	1.0
C=C(c1ccccc1C)[n+]1ccccc1	-0.6	0.5	1.6	-1.0	0.3	2.0	2.5	-3.9	7.0	-0.4
Cc1ccc(Cn2ccc(NC(=O)CCSc3nc(-c4ccco4)cc(C(F)(F)F)n3)n2)cc1	3.2	-1.2	-7.4	-9.5	nt	-19.9	-2.2	-22.8	-0.6	-3.7
O=C(C1CC1)N1N=C(c2ccc(Br)cc2)CC1(O)C(F)(F)F (centres undefined)	-1.3	4.0	-8.9	1.5	-0.8	-3.4	0.3	4.7	-0.8	-0.7
Cc1cnc(C(=O)N2CCCC(N3CCN(c4ccccc4F)CC3)C2)cn1 (centres undefined)	-2.1	15.5	-1.6	1.7	-1.9	5.5	-6.2	-4.9	0.2	-2.5
NCC1CCC(C(=O)Oc2ccc(CCC(=O)O)cc2)CC1 (centres undefined)	11.1	1.8	1.6	-1.6	0.7	-5.5	-1.9	-7.0	-2.2	-4.7
O=C(CSc1nncs1)N1c2ccccc2Sc2ccccc21	0.6	10.6	0.8	-3.8	0.5	-21.7	5.2	4.0	-1.9	-4.2
COc1ccc(OC)c(S(=O)(=O)N2CCCc3ccccc32)c1	1.8	22.1	-4.7	-0.4	-0.4	0.7	-12.7	8.3	-0.4	-4.6
COc1ccc(NS(=O)(=O)c2cc(NC(=O)c3ccc(=O)[nH]c3)ccc2N2CCCC2)cc1	-2.5	-6.5	1.7	-3.8	-0.9	-5.3	7.2	-5.9	-0.1	-3.8
O=[N+]([O-])c1cccc(/C=N/Nc2nc(N3CCOCC3)nc(N3CCOCC3)n2)c1	0.4	-9.8	-1.2	2.3	-0.5	-7.8	-0.7	-21.9	0.3	1.5
OCCNCCCCOc1ccc(OCc2ccccc2)cc1	-7.0	11.8	-0.2	-1.3	0.1	-14.8	-14.4	27.3	1.0	0.1
CC(C)(C#CCN1CCCCC1)OCCOC(c1ccccc1)c1ccccc1	-2.3	-1.1	-9.9	-2.9	-6.6	-14.8	-5.8	0.7	-0.4	-1.7
O=C(NC1CCCC1)c1ccc(CS(=O)(=O)c2ccc(Br)cc2)o1	6.0	2.3	-2.4	nt	-1.9	-7.1	-6.6	3.8	-2.1	-5.4
O=C(Cn1cc2c(n1)CCCC2)N1CCCc2ccccc21	-1.9	8.2	2.1	-0.4	0.3	-4.8	-0.4	16.1	-0.2	-5.1
CC(C)CN(CC(C)C)C(=O)COc1ccccc1C(N)=O	-4.7	-0.5	0.5	-0.6	-0.7	-0.9	6.4	-2.3	-0.8	-3.0
CCOc1ccc(S(=O)(=O)N2CCC(C(=O)OC(C)C(=O)N3CCOCC3)CC2)cc1 (centres undefined)	7.3	5.5	2.9	-5.2	-1.1	-4.1	-2.8	-10.3	1.8	-5.9
CC(C)CCNC(=O)C1C2C=CC3(CN(Cc4ccccc4Cl)C(=O)C13)O2 (centres undefined)	8.0	-7.9	-4.0	nt	-0.3	-9.7	-10.0	-0.6	0.6	-6.7
CCCCn1c(SCC(=O)c2ccc(O)c(O)c2)nc2ccsc2c1=O	6.4	4.2	20.8	-1.5	-2.9	-7.7	-0.6	-5.0	-1.6	-5.8

# Next compounds follow.
# Results follow in this order: cardiac RTF act, Rtt109 HAT inh, DAGLB inh, CAL PDZ FP-1, CAL PDZ FP-2, Cardiac RTF inh, PKA-R2B activ, SR-BI uptake up, C-LANA FP, Keap1-Nrf2 PPI
> CC(=O)N1CCOc2ccc(S(=O)(=O)N3CCC(C(=O)Nc4ccc(F)cc4)CC3)cc21
→ 2.7, -0.1, -1.1, -3.0, -3.3, -4.5, 0.5, 8.8, -0.6, -0.7
> COC(CN1C(=O)C(=O)/C(=C(/O)c2ccccc2)C1c1ccccn1)OC (centres undefined)
→ 5.4, 8.9, 2.2, 0.1, -1.2, -9.3, 6.4, 23.4, 1.0, -5.5
> OCCCNC(=S)Nc1ccc(Br)cc1Cl
→ 4.7, 2.4, -3.5, 3.4, -0.7, -7.2, -2.0, -6.9, 0.5, 0.8
> N/C(=N\OC(=O)c1cnn(-c2ccccc2)c1C(F)(F)F)c1cc(C(F)(F)F)cc(C(F)(F)F)c1
→ 0.2, 0.5, -9.6, 0.4, -1.1, 7.8, -2.8, -20.7, 0.3, 0.4
> Cc1ccc(NC(=O)CS(=O)(=O)c2c[nH]c3ccccc23)c(C)c1
→ -4.1, -2.2, -2.8, -1.8, -3.6, 0.0, -0.8, -29.9, 28.1, -2.5
> COc1ccc(CCNC(=O)CCn2c(SCC(=O)N3CCCC3)nc3ccccc3c2=O)cc1OC
→ -2.5, -0.2, 1.4, 5.5, -0.1, -2.0, -2.3, 23.9, 0.4, 4.8
> CC(NC(=O)COc1ccc(Br)cc1)C(=O)O (centres undefined)
→ 2.6, 0.6, -0.8, 0.9, -1.7, 0.9, -3.6, 11.1, -0.9, -3.6
> COc1ccc(NC(=O)C(C)N2C(=O)c3ccccc3C2=O)cc1S(=O)(=O)N1CCOCC1 (centres undefined)
→ 1.2, 2.9, 4.5, 9.6, -1.7, -6.2, 0.0, 22.5, -2.2, 1.5
> COc1cccc(CNC(=O)c2cc(C)nc3ccccc23)c1
→ 6.7, 1.2, 3.1, nt, 0.2, -4.8, 2.7, nt, -1.6, 0.9
> Cc1occc1-c1nnc(SCC(=O)N2CCCCC2)n1C
→ 0.8, 8.1, 0.0, -4.3, -2.3, -9.2, -9.8, 20.3, 0.7, 1.2
> Cc1ccc(NC(=O)CNC(=O)c2ccccc2F)cc1Cl
→ 4.8, 33.8, -4.6, -2.5, -1.1, -2.5, -13.7, 3.0, -0.3, 0.7
> C/C(=C\c1ccccc1)CN1CCN(C(C)C)C(CCO)C1 (centres undefined)
→ -8.7, -8.8, -1.3, -6.5, -0.4, -5.8, -3.7, 11.7, -0.7, -1.6
> Nc1nc(F)nc2c1ncn2[C@@H]1O[C@H](CO)[C@@H](O)[C@@H]1O
→ -2.0, -6.8, -0.2, -2.1, -0.7, 13.8, -12.1, 15.9, 1.3, 2.0
> Cc1nc2ccccn2c1C(=O)NNC(=O)Nc1cccc(C(F)(F)F)c1
→ 3.2, 5.2, 0.0, -6.3, -3.2, -2.4, -4.4, 17.9, -0.2, 2.7
> COc1ccc(C(=O)Cn2c(NCCO)nc3ccccc32)cc1
→ -6.3, -0.5, -1.1, 7.7, 0.3, 5.0, -7.4, 6.7, 2.0, 1.8
> CC(CO)NS(=O)(=O)c1ccc(Br)cc1F (centres undefined)
→ 3.1, -6.9, -3.5, 40.2*, 0.6, -3.4, -8.9, -9.7, -3.3, 2.1
> Cc1ccc(S(=O)(=O)NCc2ccccc2)cc1C(=O)N(C)Cc1ccccc1F
→ 0.1, 1.8, -6.8, nt, -0.6, 4.9, -4.1, -3.3, 2.6, -1.3
> Cc1ccc(C(=O)COc2ccc3c(C)cc(=O)oc3c2)cc1
→ -5.2, 6.7, -3.1, -0.9, -1.3, -1.4, -20.4, -22.7, -0.5, 4.5
> O=C(Cn1cncn1)N/N=C/c1ccccc1O
→ 2.5, -12.0, -0.6, 0.3, -2.4, 3.0, 2.2, nt, -0.2, -0.9
> O=C(NCC(O)c1ccccc1)c1cccc(S(=O)(=O)N2CCOCC2)c1 (centres undefined)
→ -3.0, -2.3, 1.6, -0.9, 0.0, -4.3, -4.7, 15.0, 0.2, -2.0

# Pulled by structure from above, 5 records:
# Results follow in this order: cardiac RTF act, Rtt109 HAT inh, DAGLB inh, CAL PDZ FP-1, CAL PDZ FP-2, Cardiac RTF inh, PKA-R2B activ, SR-BI uptake up, C-LANA FP, Keap1-Nrf2 PPI
> O=C(Cn1cncn1)N/N=C/c1ccccc1O
→ 2.5, -12.0, -0.6, 0.3, -2.4, 3.0, 2.2, nt, -0.2, -0.9
> CC(C)CN(CC(C)C)C(=O)COc1ccccc1C(N)=O
→ -4.7, -0.5, 0.5, -0.6, -0.7, -0.9, 6.4, -2.3, -0.8, -3.0
> CC(CO)NS(=O)(=O)c1ccc(Br)cc1F (centres undefined)
→ 3.1, -6.9, -3.5, 40.2*, 0.6, -3.4, -8.9, -9.7, -3.3, 2.1
> Nc1nonc1C(=O)N/N=C/c1ccc(-c2ccc(Cl)c(C(=O)O)c2)o1
→ -1.9, 0.9, -1.5, -8.4, -1.7, -7.8, 15.8, 16.4, 7.0, -3.3
> CCCCn1c(N)c(N(CCC(C)C)C(=O)CC2OC(=O)c3ccccc32)c(=O)[nH]c1=O (centres undefined)
→ -1.7, 3.2, 4.4, -2.4, -1.4, -5.0, 1.6, nt, 0.8, 0.2

# Rows were taken by chance, and some 1.6% of all compounds hit somewhere here.
